# Source: PubChem BioAssay
# TMEM16A act: activates or potentiates the mouse TMEM16A chloride channel | HEK293 TMEM16A/YFP-H148Q/I152L, iodide quench fluorescence; active compounds read low | B-score at 10 µM | actives 0.3% (n = 340,000) | AID 623877;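 active means fluorescence-ratio B-score plate-corrected deviation score at least 3 library SD below zero, with starting fluorescence score within 5 deviations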;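 further: channel opened by trigger with iodide after compound preincubation; score built on the fluorescence ratio of max minus min over baseline; more negative score means more quench and so TMEM16A activation or potentiation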
# RGS4 block: inhibitors of human RGS4; P49798; HEK293 M3R/RGS4 inducible, Fluo-4 calcium flux; active compounds read high; triggered by carbachol at its EC20; B-score at 10 µM; actives 0.45% (n = 310,000); AID 463165;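 active means B-score, a plate-corrected calcium signal, over three deviations above library mean, with baseline fluorescence within five deviations of library mean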;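 further: RGS4 expression induced by doxycycline in cells with stable M3 receptor; B-score is computed from the integrated fluorescence ratio over baseline after carbachol; higher B-score means a larger calcium signal and so more RGS4 inhibition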
# TMEM16A inh: blocks the mouse calcium-activated chloride channel TMEM16A; HEK293 TMEM16A/YFP iodide influx fluorescence, ionomycin; normalized B-score (activity score, 25-100; higher = stronger inhibition) at 10 µM; actives 1.2% (n = 310,000); AID 588511;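 active means ratio plate-corrected score three or more library SD toward inhibition, starting fluorescence score within five deviations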;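 further: score derived from kinetic fluorescence span divided by baseline fluorescence per well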
# TRPC4 inh: TRPC4 (mouse) channel inhibition | AID 2247 | Q9QUQ5 | B-score at 10 µM | actives 0.39% (n = 300,000) | HEK293 TRPC4beta/mu-opioid, DAMGO-evoked Fluo4 calcium flux; active compounds read low;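 active means B-score over 3 SD under the library average, no early fluorescence shift, positive overall ratio signal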
# Target sequence (Q9QUQ5 whole entry, looked up): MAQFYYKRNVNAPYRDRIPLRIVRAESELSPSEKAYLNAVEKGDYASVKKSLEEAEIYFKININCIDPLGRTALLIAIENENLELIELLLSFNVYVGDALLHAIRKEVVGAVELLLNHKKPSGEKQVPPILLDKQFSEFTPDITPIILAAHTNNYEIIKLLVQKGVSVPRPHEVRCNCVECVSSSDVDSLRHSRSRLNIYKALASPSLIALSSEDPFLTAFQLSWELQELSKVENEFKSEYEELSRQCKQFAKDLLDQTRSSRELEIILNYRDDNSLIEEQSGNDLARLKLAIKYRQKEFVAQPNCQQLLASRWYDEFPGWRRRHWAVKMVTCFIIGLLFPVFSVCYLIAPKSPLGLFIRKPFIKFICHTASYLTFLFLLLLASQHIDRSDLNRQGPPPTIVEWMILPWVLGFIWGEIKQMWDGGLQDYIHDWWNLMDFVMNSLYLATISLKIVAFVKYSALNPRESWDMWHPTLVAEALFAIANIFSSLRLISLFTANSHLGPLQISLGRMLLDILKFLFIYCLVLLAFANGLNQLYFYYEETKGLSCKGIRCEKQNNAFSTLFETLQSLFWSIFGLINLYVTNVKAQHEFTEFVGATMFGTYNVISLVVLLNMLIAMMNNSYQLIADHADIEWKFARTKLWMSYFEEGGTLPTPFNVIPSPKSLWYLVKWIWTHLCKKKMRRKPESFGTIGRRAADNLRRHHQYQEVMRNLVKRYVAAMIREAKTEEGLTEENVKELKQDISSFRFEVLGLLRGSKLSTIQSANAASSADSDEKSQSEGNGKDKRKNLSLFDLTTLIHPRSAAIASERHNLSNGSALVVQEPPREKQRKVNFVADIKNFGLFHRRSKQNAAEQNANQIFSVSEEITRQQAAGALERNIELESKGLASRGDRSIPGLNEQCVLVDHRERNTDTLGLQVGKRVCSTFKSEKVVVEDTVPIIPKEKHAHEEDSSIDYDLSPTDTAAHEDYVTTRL
#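 Material: HEK293 cells with stable TRPC4beta plus mu-opioid receptor expression / Probe or stimulus: DAMGO in two steps, submaximal then maximal / Compound: single concentration per test compound / Technique: kinetic Fluo4 fluorescence imaging of calcium influx / Read-out: per-well B score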
# TRPC4 agonist: TRPC4 (mouse) channel activation | HEK293 TRPC4beta/mu-opioid, Fluo4 calcium fluorescence; active compounds read high | actives 0.49% (n = 310,000) | B-score at 10 µM | Q9QUQ5;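 active means B-score above 5 SD of library B-scores, and initial fluorescence ratio not above library mean plus 5 SD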;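 further: positive B-score marks a calcium rise read as TRPC4 activation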
#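 Assay system: HEK293 cells stably co-expressing mouse TRPC4beta and mu-opioid receptor / Timing: Fluo4 dye loading 45 min at room temperature, 110 s recording / Signal: Fluo4 calcium-sensitive dye fluorescence, kinetic, 1 Hz baseline / Read-out: integrated baseline-normalised fluorescence ratio, converted to per-well B score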
# TRPC6 inhibitor: blocks the mouse TRPC6 cation channel; Q61143; HEK293-TRPC6, membrane potential dye, ACh-evoked depolarization; active compounds read low; B-score at 10 µM; actives 1.1% (n = 310,000);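 active means B-score under library mean minus 3 SD, initial fluorescence not abnormally high, positive integrated signal ratio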;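 further: B-score derived from integrated fluorescence ratio over the kinetic read; more negative B-score means stronger inhibition of depolarization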
# MrgX1 agonist: human MrgX1 receptor agonism, primary screen. actives 0.44% (n = 310,000). B-score at 10 µM. Q96LB2. MrgX1-HEK293 cells, Fluo-4 calcium fluorescence, agonist mode; active compounds read high;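 active means calcium response B-score plate-corrected fluorescence ratio at least 3 library SD, with starting fluorescence B-score inside 5 SD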
#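 Assay system: stable human MrgX1 HEK293 cell line. Quantity: 15,000 cells per well. Schedule: cells plated overnight, dye loaded 0.5 h 37 °C, 0.5 h room temperature. Detection: Fluo-4 NW calcium-flux fluorescence, kinetic read. Read-out basis: peak-minus-minimum fluorescence over baseline, converted to B scores. Control set: positive and negative control wells on each plate.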
# MrgX1 antagonist: antagonists of human MrgX1 receptor. B-score at 10 µM. actives 1.3% (n = 310,000). MRGX1-HEK293 calcium flux, Fluo-4, BAM8-22 antagonism; active compounds read low. Q96LB2;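 active means calcium-response B-score plate-corrected more than 3 library SD below zero, starting fluorescence within 5 deviations, no agonist response on first addition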;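 further: peak minus trough fluorescence over baseline after final BAM8-22 challenge near maximal dose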
# MrgX1 allo act: allosterically activates human MrgX1 receptor signaling. actives 0.63% (n = 310,000). B-score at 10 µM. AID 588675. MrgX1-HEK293, Fluo-4 calcium flux, FDSS; active compounds read high. Q96LB2;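 active means plate-corrected calcium response at least 3 library SD above typical, normal starting fluorescence, not activating the receptor alone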;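 further: compound read alongside a low EC10 to EC30 dose of BAM8-22 agonist; peak minus trough fluorescence over baseline measured at the second addition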
# TRPC4 potent: TRPC4 (mouse) allosteric potentiation | Q9QUQ5 | B-score at 10 µM | HEK293 TRPC4beta/mu-opioid, DAMGO EC20, Fluo-4 Ca2+ flux; active compounds read high | actives 0.42% (n = 310,000) | AID 2227;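 active means B-score of calcium response area above 5 SD of library B-scores, with initial fluorescence ratio within 5 SD of library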;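 further: B-score of integrated fluorescence ratio over time as area under calcium response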
# TRPC6 act: activates the mouse TRPC6 cation channel; HEK293-TRPC6 membrane potential dye fluorescence; active compounds read high; B-score at 10 µM; AID 2550; actives 0.13% (n = 310,000); Q61143;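 active means B-score of the integrated fluorescence ratio above library mean plus 3 SD, and starting fluorescence ratio within library mean plus 5 SD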;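 further: higher score means more depolarization so channel activation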
# * marks the source's active call; other numbers are inactive results; i = inactive; x = no result given.
SMILES,TMEM16A act,RGS4 block,TMEM16A inh,TRPC4 inh,TRPC4 agonist,TRPC6 inhibitor,MrgX1 agonist,MrgX1 antagonist,MrgX1 allo act,TRPC4 potent,TRPC6 act
COc1ccc(-c2cc3nc4n(c(=O)c3s2)CCCCC4)cc1,i,i,i,i,i,i,i,i,i,i,i
CSc1nc2cc(Oc3cccc(Cl)c3Cl)c(Cl)cc2[nH]1,i,i,100*,i,i,i,i,i,i,i,i
C[C@@H]1CC[C@]2(O[C@H](CCO)C[C@@H](O)[C@@H]2O)O1,i,i,i,i,i,i,i,i,i,i,i
CN1C(=O)/C(=C\c2ccc(N(C)C)cc2)OC1=S,i,i,i,i,i,i,63.1*,i,i,i,19*
Cc1ccc(S(=O)(=O)N2CCCCC2C(=O)N(C)c2ccccc2)cc1 (stereo not given),i,i,i,i,i,i,i,i,i,i,i
COCCN(C(=O)COC(=O)CCS(=O)(=O)c1ccccc1)c1c(N)n(Cc2ccccc2)c(=O)[nH]c1=O,i,i,i,i,i,i,i,i,i,i,i
O=C(Nc1ccc(N2CCOCC2)c(Cl)c1)c1ccccc1F,i,i,i,i,i,i,i,i,i,i,i
COc1ccc(CC(=O)N(C)Cc2cccc(OC)c2OC)cc1S(=O)(=O)N1CCOCC1,i,i,i,i,i,i,i,i,i,i,i
COCCN(C(=O)COC(=O)c1cccnc1Cl)c1c(N)n(Cc2ccccc2)c(=O)[nH]c1=O,i,i,i,i,i,i,i,i,i,i,i
CCn1c(C(=O)N2CCCC(C(=O)NCCc3ccc(C)cc3)C2)cc2sccc21 (stereo not given),i,x,i,x,x,x,i,i,i,x,x
CCOC(=O)C1CCCN(c2c(Nc3cccc(C)c3)c(=O)c2=O)C1 (stereo not given),i,i,i,i,i,i,i,i,i,i,i
CCOc1ccc(N2C=Nc3ccc(OCC)cc3C2)cc1,i,i,i,i,i,-5.65*,i,i,i,i,i
CCCOc1ccc(C(=O)Nc2c[nH]c(=O)[nH]c2=O)cc1,i,i,i,i,i,i,i,i,i,i,i
CCN1CCN(c2cc(C)c3cc(NC(=O)c4cnccn4)ccc3n2)CC1,i,i,i,i,i,-5.87*,i,i,i,i,i
N#CN=C(c1ccccc1)c1ccccc1,i,i,i,i,i,i,i,i,i,i,i
CSc1ncccc1C(=O)Nc1ccc(S(=O)(=O)Nc2nccs2)cc1,i,i,i,i,i,i,i,i,i,i,i
COc1ccc(C(=O)NC(=S)NNC(=O)c2ccco2)cc1,i,i,i,i,i,i,i,i,i,i,i
c1ccc(Nc2nc(NCC3CCCO3)c3ccccc3n2)cc1 (stereo not given),i,i,100*,-6*,i,-8.84*,i,-5.09*,i,i,i
CC1(C)S[C@@H]2[C@H](NC(=O)C(NC(=O)N3CCNC3=O)c3ccccc3)C(=O)N2[C@H]1C(=O)O (stereo not given in full),i,i,i,i,i,i,i,i,i,i,i
CNC(=O)Cn1nc(-c2ccc(Cl)cc2)c2ccccc2c1=O,i,i,i,i,i,i,i,i,i,i,i
CN(C)CCCN(C(=O)COc1ccc(Cl)cc1)c1nc2ccc(F)cc2s1,i,i,i,i,i,i,i,i,i,i,i
CCCN(CCC)C(=O)c1ccc2c(c1)N(Cc1ccccc1)C(=O)CS2=O (stereo not given),i,i,i,i,i,i,i,i,i,i,i
CC(=O)N1CCN(S(=O)(=O)c2ccc(S(=O)(=O)N3CCCC(C)C3)cc2)CC1 (stereo not given),i,i,i,i,i,i,i,i,i,i,i
COc1cccc(CC(NC(C)=O)C(=O)NC2CCN(C(=O)c3ccncc3)CC2)c1OC (stereo not given),i,i,x,i,i,i,x,x,x,i,i
Clc1cccc(/C=N/Nc2nnc(Cl)c3ccccc23)c1,i,i,i,i,i,i,i,i,i,i,i
S=C(Nc1ccc(Cl)cc1Cl)NC1CCN(Cc2ccccc2)CC1,i,i,i,i,i,i,i,i,i,i,i
COc1cc(C=O)ccc1OCC(=O)Nc1ccccc1N1CCOCC1,i,i,i,i,i,i,i,i,i,i,i
COc1ccc(-c2c(C)nn(-c3ccccc3)c2N)cc1OC,i,i,i,i,i,i,i,i,i,i,i
CCOc1ccc(N(CC(=O)Nc2ccccc2Cl)S(C)(=O)=O)cc1,i,i,i,i,i,i,i,i,i,i,i
c1ccc(-c2cccc(-c3ccccc3)n2)cc1,i,i,i,i,i,i,i,i,i,i,i
CC(=O)N1CCOc2ccc(S(=O)(=O)NCc3ccc(C)cc3)cc21,i,i,i,i,i,i,i,i,i,i,i
FC(F)Oc1cccc2cccnc12,i,i,i,i,i,i,i,i,i,i,i
Cc1cccc(C(=O)NC(=S)NCc2ccccc2)c1,i,i,i,i,i,i,i,i,i,i,i
O=C1CC(c2cccs2)c2cc3c(cc2N1)OCCO3 (stereo not given),i,i,i,i,i,i,i,i,i,i,i
Cc1cc2nc(C(F)(F)F)[nH]c(=O)n2n1,i,i,i,i,i,i,i,i,i,i,i
COc1ccc(C(=O)CCC(=O)NCCc2ccccc2F)cc1,i,i,i,i,i,i,i,i,i,i,i
O=C(NCc1cccs1)c1cnn2cccnc12,i,i,i,i,i,i,i,i,i,i,i
CC1=NN(C(N)=S)C(=O)C1N=Nc1ccc(C)c(Br)c1 (stereo not given),i,i,i,i,i,i,i,i,i,i,i
CCOC(=O)c1ccc(-c2ccc(/C=N/NC(=O)CN(c3ccccc3Cl)S(C)(=O)=O)o2)cc1,i,i,i,i,i,i,i,i,i,i,i
COc1ccc(-c2nnc(SCC(=O)Nc3cc(C)on3)n2N)cc1OC,i,i,i,i,i,i,i,i,i,i,i
CC1=C(C(=O)N2CCOCC2)C(c2ccccc2F)C2=C(CC(C)(C)CC2=O)N1 (stereo not given),i,i,i,i,i,i,i,i,i,i,i
Cc1ccc(-n2c(O)c(C=Nc3ccccc3-c3n[nH]c(=S)[nH]c3=O)c3ccccc3c2=O)cc1C,i,i,x,i,i,i,x,x,x,i,i
CCCCC(CCC(=O)Nc1cccc([N+](=O)[O-])c1)C(=O)O (stereo not given),i,i,i,i,i,i,i,i,i,i,i
CCN1CCN(C(=O)c2ccc3c(c2)S(=O)(=O)c2ccccc2C3=O)CC1,i,i,i,i,i,i,i,i,i,i,i
Cc1oc(/N=C/c2cccc([N+](=O)[O-])c2)c(C#N)c1C,i,i,i,i,i,i,i,i,i,i,i
CCS(=O)(=O)N1CCC(C(=O)Nc2cc(Cl)ccc2O)CC1,i,i,i,i,i,i,i,i,i,i,i
COc1cc(NC(=O)c2ccc(C(=O)c3ccccc3)cc2)cc(OC)c1OC,i,i,i,i,i,i,i,i,i,i,i
CCOC(=O)/C(C(N)=NCCCO)=C(/O)c1ccccc1,i,i,i,i,i,i,i,i,i,i,i
CC1(C)OC(=O)C(=CNc2ccc(F)cc2)C(=O)O1,i,i,i,i,i,i,i,i,i,i,i
CCc1nc2ccc(C(=O)N3CCN(c4cccc(OC)c4)CC3)cc2nc1CC,i,i,i,i,i,i,i,i,i,i,i
O=C(Cn1c(=O)c(=O)n(Cc2ccccc2)c2ccc(Cl)cc21)Nc1ccc(F)cc1F,i,i,i,i,i,i,i,i,i,i,i
CCOC(=O)N1CCN(C(=O)COc2ccc(S(=O)(=O)Nc3ccc(OCC)cc3)cc2)CC1,i,i,i,i,i,i,i,i,i,i,i
COc1cc(/C=C(/C#N)C(=O)NCCCc2ccccc2)ccc1OCC(=O)O,i,i,i,i,i,i,i,i,i,i,i
Cc1cc(C)nc(SCC(=O)Nc2ccc(N3CCOCC3)c(Cl)c2)n1,i,x,100*,x,x,x,i,i,i,x,x
Cc1ccc(C(=O)Oc2cc(-c3ccccc3)no2)cc1,i,i,i,i,i,i,i,i,i,i,i
CC(=O)Nc1cc(-c2ccc(Cl)cc2)[nH]n1,i,i,i,i,i,i,i,i,i,i,i
CCOC(=O)c1c(/N=C/N(C)C)sc(C=O)c1-c1ccccc1,i,i,i,i,i,i,i,i,i,i,i
COc1ccc(CN2CN(C3CCCC3)CSC2=S)cc1,i,i,i,i,i,i,i,i,i,i,i
CN1CCN(c2ccc(C(F)(F)F)cc2NC(=O)Nc2ccccc2)CC1,i,i,i,i,105*,i,i,i,i,17*,i
COc1ccc(-c2ccc(-c3noc(-c4cccs4)n3)c(OC)n2)cc1,i,i,i,i,i,i,i,i,i,i,i
# The list goes on.
SMILES,TMEM16A act,RGS4 block,TMEM16A inh,TRPC4 inh,TRPC4 agonist,TRPC6 inhibitor,MrgX1 agonist,MrgX1 antagonist,MrgX1 allo act,TRPC4 potent,TRPC6 act
Cc1nccn1CC(=O)N/N=C/c1ccccc1O,i,i,i,i,i,i,i,i,i,i,i
Cc1nnc(SC(C)C(=O)NC2CCCCC2C)n1N (stereo not given),i,i,i,i,i,i,i,i,i,i,i
CC1=NN(c2ccccc2)C(=O)C1C=Nc1ccc(N(C)C)cc1 (stereo not given),i,i,i,i,i,i,i,i,i,i,i
O=C(NCCO)C1COc2ccccc2O1 (stereo not given),i,i,i,i,i,i,i,i,i,i,i
CC(C)(C)c1ccc(CSc2nnc(-c3ccccn3)n2Cc2ccco2)cc1,i,i,i,i,i,i,i,i,i,i,i
CCOc1ccc(C(=O)Nc2nnc(SCC(=O)NCC3CCCO3)s2)cc1 (stereo not given),i,i,i,i,i,i,i,i,i,i,i
COC(=O)C1=C(C)Nc2nnnn2C1c1ccccc1Cl (stereo not given),i,x,i,x,x,x,i,i,i,x,x
Cc1ccc(-n2c(P(C)(=O)O)nc3ccccc32)cc1,i,i,i,i,i,i,i,i,i,i,i
COc1ccc(NC2CCCN(C(=O)c3ccc4[nH]c(C)c(C)c4c3)C2)cc1 (stereo not given),i,i,i,i,i,i,i,i,i,i,i
COc1cccc(-c2nn(-c3ccccc3)cc2CN(C)Cc2ccon2)c1,i,i,i,i,i,i,i,i,i,i,i
